All columns: NCI-60 one-dose screen, growth in % after 48 h at 10 µM unless noted; 100 = growth as untreated, 0 = no growth, -100 = all killed.
MCF7: MCF7 breast cancer; 82,000 tested, 6.3% active
MDA-MB-231: MDA-MB-231 breast cancer; 81,000 tested, 5% active; AID 1794789
K-562: K-562 leukemia | 78,000 tested, 7.4% active
MDA-MB-468: MDA-MB-468 breast cancer; AID 2202374; 78,000 tested, 8.5% active
BT-549: BT-549 breast cancer; 78,000 tested, 4.4% active; AID 1794793
HS 578T: HS 578T breast cancer; 78,000 tested, 4.1% active; AID 1794788
SR: SR leukemia cells | 73,000 tested, 8.7% active
T-47D: T-47D breast cancer; 79,000 tested, 5% active; AID 1794792
The depositor's hits bear a star; · = not tested or not shown. Rule for the calls: active = growth percent below 10; inactive = the rest.

SMILES	MCF7	MDA-MB-231	K-562	MDA-MB-468	BT-549	HS 578T	SR	T-47D
O=C1c2cccc3cccc(c23)C(=O)N1C/C=C/c1ccc2c3c(cccc13)C(=O)N(CCN1CCOCC1)C2=O	84	98	100	84	84	90	93	96
Cc1ccc(S(=O)(=O)N(c2ccc(Cl)cc2)c2ccc(Br)cc2C(=O)O)cc1	104	119	107	96	134	102	104	·
CN1CCN(C(=O)Cn2c(-c3ccccc3)csc2=N)CC1	81	79	98	98	93	88	74	78
Cc1cc(Cl)ccc1NC(=O)CCl	74	106	·	52	87	·	·	85
COc1cc2oc(-c3cccc(NC(=O)[C@H](C)NC(=O)[C@@H](NC(=O)OC(C)(C)C)C(C)C)c3)cc(=O)c2c(OC)c1OC	57	66	47	91	88	87	·	72
Cc1ccc(-c2nc(/C=N/Nc3cc(C)nc4ccc(Cl)cc34)c(C)o2)cc1	-84*	-84*	-11*	-76*	97	-43*	0.4*	-74*
Cc1ccc(C(=O)Nc2ccc3c(c2)/C(=C/c2ccc(C)s2)C(=O)N3C)cc1	59	79	75	88	118	89	85	68
COc1cccc2cc(-c3cc4ccccc4[nH]3)/c(=N\Nc3ccc(Cl)cc3)oc12	76	77	91	84	96	102	94	84
COc1ccc(NC(=O)c2ccc(-c3ccccc3)cc2)c(C(N)=O)c1	97	91	92	109	·	104	72	89
OC(c1cccc(C(F)(F)F)c1)c1cnccc1NC1CCCCCC1 (configuration not stated)	-6.0*	11	3.2*	·	71	64	-15*	-3.2*
COC(=O)CCc1cc(O)c2c(c1)[C@@H](C(=O)OC)[C@H](c1ccc(O)c(O)c1)O2	24	79	26	83	52	74	36	66
C/C(=N/N)c1ccc([N+](=O)[O-])cc1	95	104	99	86	·	99	93	98
NS(=O)(=O)N(c1cc(C(F)(F)F)cc(C(F)(F)F)c1)C1CCN(Cc2ccc(F)cc2)CC1	50	68	26	53	81	84	-35*	37
CCC(=O)OCc1ccccc1Cl	100	96	101	97	109	107	107	95
Cc1ccc(-c2cc3nc(C(Cl)Cl)nc(-c4ccccc4F)n3n2)cc1	72	74	50	59	97	93	46	64
CSc1oc(-c2ccc(C)cc2)nc1S(=O)(=O)c1ccccc1	98	93	106	121	96	97	104	75
COc1cc(/C=C/C(=O)c2nnn(-c3ccc([N+](=O)[O-])cc3)c2C)cc(OC)c1OC	69	·	47	78	111	·	41	79
COc1ccc(-c2nc3sc(C)nn3c2/C=C/C(=O)c2cc(OC)c(OC)c(OC)c2)cc1	90	87	100	98	95	94	90	100
NNCCC(=O)O	94	95	102	103	102	121	94	99
COc1nc(N)nc2c1N=C(c1ccc(Cl)cc1)c1ccccc1N2	86	100	84	96	94	129	·	83
CC#CCO[C@H]1Cc2cc3ccc(=O)oc3cc2OC1(C)C	99	104	105	102	91	93	106	88
COc1cccc(Br)c1OC	98	116	101	108	94	·	106	105
Clc1csc2ccccc12	102	·	104	114	95	·	84	109
O=C1Nc2ccc(F)cc2/C1=N/c1n[nH]c(=S)s1	102	105	71	102	91	95	107	96
CC1=C(C)C(=O)C(Nc2cccc(C(F)(F)F)c2)=C(Br)C1=O	52	69	-18*	-61*	110	99	26	18
CCOC(=O)c1ccc(NC(=S)NC(=O)c2cccc(NC(=O)c3ccc(C)cc3)c2)cc1	64	39	76	94	63	53	54	68
C/C(=N\NC(=O)c1nc(N)n(-c2ccc(S(N)(=O)=O)cc2)n1)c1ccncc1	101	117	101	105	121	98	101	108
COc1ccc(C(=O)/C=C/c2ccc(Cl)cc2)cc1S(=O)(=O)Nc1c(N)nc(SC)[nH]c1=O	19	68	3.8*	47	60	81	9.2*	63
CCCC1(C)NC(=O)NC1=O (configuration not stated)	96	104	103	94	78	96	99	115
Cc1c(O)cccc1O	104	97	88	117	77	102	84	98

Taken from the listing for reference:
SMILES	MCF7	MDA-MB-231	K-562	MDA-MB-468	BT-549	HS 578T	SR	T-47D
COc1cc(/C=C/C(=O)c2nnn(-c3ccc([N+](=O)[O-])cc3)c2C)cc(OC)c1OC	69	·	47	78	111	·	41	79
COc1ccc(-c2nc3sc(C)nn3c2/C=C/C(=O)c2cc(OC)c(OC)c(OC)c2)cc1	90	87	100	98	95	94	90	100
NNCCC(=O)O	94	95	102	103	102	121	94	99
COc1nc(N)nc2c1N=C(c1ccc(Cl)cc1)c1ccccc1N2	86	100	84	96	94	129	·	83
CC#CCO[C@H]1Cc2cc3ccc(=O)oc3cc2OC1(C)C	99	104	105	102	91	93	106	88
COc1cccc(Br)c1OC	98	116	101	108	94	·	106	105
Clc1csc2ccccc12	102	·	104	114	95	·	84	109
O=C1Nc2ccc(F)cc2/C1=N/c1n[nH]c(=S)s1	102	105	71	102	91	95	107	96
CC1=C(C)C(=O)C(Nc2cccc(C(F)(F)F)c2)=C(Br)C1=O	52	69	-18*	-61*	110	99	26	18
CCOC(=O)c1ccc(NC(=S)NC(=O)c2cccc(NC(=O)c3ccc(C)cc3)c2)cc1	64	39	76	94	63	53	54	68
C/C(=N\NC(=O)c1nc(N)n(-c2ccc(S(N)(=O)=O)cc2)n1)c1ccncc1	101	117	101	105	121	98	101	108
COc1ccc(C(=O)/C=C/c2ccc(Cl)cc2)cc1S(=O)(=O)Nc1c(N)nc(SC)[nH]c1=O	19	68	3.8*	47	60	81	9.2*	63
CCCC1(C)NC(=O)NC1=O (configuration not stated)	96	104	103	94	78	96	99	115
Cc1c(O)cccc1O	104	97	88	117	77	102	84	98

Going on with the list:
SMILES	MCF7	MDA-MB-231	K-562	MDA-MB-468	BT-549	HS 578T	SR	T-47D
COc1ccc(-c2nc(N=Nc3c(O)[nH]c4ccc(Cl)cc34)nc(N3CCOCC3)c2C#N)cc1	86	92	99	100	93	100	100	98
CNC(=O)c1cc(-n2ccc3cc(NC(=O)Nc4ccc(Cl)c(C(F)(F)F)c4)ccc32)ccn1	20	84	25	45	39	57	36	33
CN1C(=O)N(C)C2(c3ccccc3)NN3C(=O)C=C(c4ccccc4)SC3=NC12c1ccccc1 (configuration not stated)	72	88	75	113	98	109	71	65
CC(C)(C)SC(=S)SCC(=O)c1ccc(F)cc1	71	94	66	90	86	60	28	84
c1ccc(OCc2nnc(-c3ccc(Oc4ccccc4)cc3)o2)cc1	99	·	93	111	101	99	86	74
O=C(CSc1nnc(COc2cnc3ccccc3n2)o1)Nc1cc(Cl)ccc1Cl	96	91	95	114	96	94	·	96
CC(=O)OC1(C)C=Cc2ccccc2/C1=N/S(=O)(=O)c1ccccc1 (configuration not stated)	89	112	·	76	107	111	113	94
O=C1CC(c2ccc3c(c2)OCO3)Nc2ccccc21 (configuration not stated)	16	39	12	2.7*	42	20	19	27
CCCC(C(O)CC)[N+](=O)[O-] (configuration not stated)	94	117	107	91	103	100	111	95
CCC(C)(C)c1ccc(OCCCCCCN2CCN(c3ccc(C)c(Cl)c3)CC2)cc1	88	115	78	47	80	·	72	66
CCOC(=O)c1cnc2ccccn2c1=O	86	104	104	102	106	87	96	91
COc1cc(C2NCCc3cc4c(cc32)OCO4)cc(OC)c1OC (configuration not stated)	105	90	91	99	106	98	101	100
COc1cc(/C=C/c2cn[nH]c2-c2ccc(C)cc2)cc(OC)c1OC	13	47	16	13	33	40	12	22
Oc1ccc(CSc2nnc(-c3ccc(Br)cc3)o2)c2cccnc12	16	51	15	35	43	-2.2*	42	28
COC(=O)C1(C2CCCCCCCCCCC2=O)NC(=S)NC(=O)C1C#N (configuration not stated)	97	109	106	99	108	102	99	109
CCCCCn1c(=O)c2c(nc(NCCc3ccc(OC)c(OC)c3)n2C)n(C)c1=O	95	103	96	87	93	84	·	·
CCN(CC)CCOc1ccc(Cl)c(C)c1	96	104	111	103	112	103	92	104
Cc1c(C(=O)NNC(=O)Nc2ccc(Cl)cc2)nnn1-c1ccc([N+](=O)[O-])cc1	88	·	93	99	97	·	92	85
O=S(=O)(NC1C2CC3CC(C2)CC1C3)c1ccc2c(c1)C(=NO)c1cc(S(=O)(=O)NC3C4CC5CC(C4)CC3C5)ccc1-2 (configuration not stated)	90	·	94	110	92	·	83	101
Cc1ccc(-c2nc(C#N)c(S(=O)(=O)N3CCN(c4oc(-c5ccccc5)nc4C#N)CC3)o2)cc1	74	99	·	101	105	105	·	90
COc1ccc(C2CC(c3ccccc3)=NN2c2nc(-c3ccc(Cl)cc3)c(C#N)c(=O)n2C)cc1 (configuration not stated)	85	93	86	109	104	99	101	74
CC#C[C@]1(O)CC[C@H]2[C@@H]3CCC4=CC(=O)CCC4=C3[C@@H](c3ccc4c(c3)OCO4)C[C@@]21C	82	62	83	67	78	79	61	45
CC1CC(c2ccccc2)(c2ccccc2)CN1C (configuration not stated)	94	93	99	108	109	86	99	93
Cc1ccc2c(c1)=C/C(=C\N(O)c1ccccc1)C(=O)N=2	87	90	90	102	99	99	90	93
CCC1(C(=O)c2ccccc2)C(C(=O)OC)=NC(=S)N=C1C(=O)OC	96	105	95	95	126	99	103	106
NS(=O)(=O)c1ccc(NC(=O)CSc2ccc(-c3ccccc3)nn2)cc1	88	87	106	104	94	60	99	91
O=C(O)c1c(-c2ccccc2)cnc2ccccc12	94	102	93	105	110	96	96	102
N#C/C(=C\c1ccc(-c2cccc(Cl)c2)o1)c1ccc(F)cc1	57	81	93	82	107	93	90	77
Cc1cccc(N2C(=O)/C(=C/C(Cl)=C/c3ccc([N+](=O)[O-])cc3)SC2=S)c1C	15	-6.2*	3.9*	12	3.2*	28	2.6*	5.4*
COc1cc(/C=C2\Oc3cc(OCCN4CCC(Cc5ccccc5)CC4)ccc3C2=O)cc(OC)c1	79	77	74	49	90	96	47	82
COc1ccc(/C=C2/C3=C([C@@H](c4ccc(OC)cc4OC)C(C#N)=C(N)O3)[C@H]3CCC2N3C)c(OC)c1	79	87	95	70	72	75	·	·
CS(=O)(CCCCN=C=S)=NC(=O)c1c(F)c(F)c(F)c(F)c1F (configuration not stated)	13	92	61	73	97	89	23	44
CCOC(=O)c1ccc(Nc2ncnc3ccc(NC(=O)c4ccccc4)cc23)cc1	76	98	72	89	86	-95*	74	66
CCCNC(=O)Oc1ccc(/C(=C(/C)Cc2ccc(OC)cc2)c2ccc(OCCN(C)C)cc2)cc1	36	79	50	77	92	79	47	51
COc1ccc2cc(C(C)C(=O)Nc3ccc(S(=O)(=O)Nc4ncccn4)cc3)ccc2c1 (configuration not stated)	98	132	92	107	·	100	107	90
O=C(O)c1ccc(Nc2ccnc(SCC(=O)c3ccc(Cl)cc3)n2)cc1	100	106	116	92	·	98	100	95
COc1ccc(OC)c(-c2c(C#N)c(-c3ccco3)nc3c2c(-c2ccccc2)nn3-c2ccccc2)c1	95	90	105	98	108	86	101	84
O=S(=O)(Cc1ccc(Cl)cc1Cl)c1ccc(Cl)cc1	22	50	10	-30*	63	63	24	48
Oc1ccc(/C=N/N=C(/c2ccccc2)c2ccc3nc(-c4ccc(Cl)cc4)[nH]c3c2)cc1	71	102	37	72	80	92	63	56
CC/C(=C(\CC)c1cc(C)c(O)c(C)c1)c1ccccc1	116	106	96	92	117	92	100	90
Cn1c(S)c(N=Nc2ccc(S(=O)(=O)Nc3nccs3)cc2)sc1=O	93	84	96	97	91	87	114	89
CNCC(N)=O	67	88	68	65	98	102	73	60
CC(=O)c1c(C)nc(-c2ccc(F)cc2)nc1-c1cccc(Oc2ccccc2)c1	99	93	75	90	111	96	82	91
COc1ccc(CCN2C(=O)/C(=C/C3=Cc4ccccc4OC3)SC2=S)cc1	97	107	103	107	91	125	101	109
O=C/C=C/C1CC=CCC1 (configuration not stated)	94	92	94	100	86	99	107	86
NS(=O)(=O)c1ccc(N/C=C/C(=O)c2ccc(F)cc2)cc1	93	97	99	102	96	113	100	91
O=C1NC(=O)C(c2ccccc2)O1 (configuration not stated)	105	122	93	106	100	117	93	84
c1ccc(CN2C(c3ccccc3)=Nc3ccccc3C2c2c[nH]c3ccccc23)cc1 (configuration not stated)	23	27	4.9*	12	96	52	-18*	28
Cn1c(NN)nc2ccccc2c1=O	101	93	110	114	112	98	91	91
NC1=NNC(c2cccc(O)c2)C1c1ccc(Cl)cc1 (configuration not stated)	95	105	86	·	98	100	80	95

Further compounds
SMILES	MCF7	MDA-MB-231	K-562	MDA-MB-468	BT-549	HS 578T	SR	T-47D
O=S(=O)(O)SCc1ccccc1CSS(=O)(=O)O	95	98	95	99	97	112	106	96
O=C1c2[nH]cc(CN[C@@H]3CCCN3)c2C(=O)c2c1c(O)c1ccccc1c2O	-97*	-97*	-81*	-92*	41	-50*	-70*	-72*
CC(=O)Nc1ccc(/C=C/C(=O)c2ccc([N+](=O)[O-])cc2)cc1	90	98	107	114	104	104	80	105
Cc1cc(O)c(/C=N/C(N)=S)c(=O)o1	96	103	102	99	114	100	87	110
NC(=O)OCCOCCOC(N)=O	93	91	98	94	106	101	98	97
O=C(Nc1cccc(NC(=O)c2cc(S(=O)(=O)Nc3cccc(Cl)c3)c(O)c(O)c2O)c1)c1cc(S(=O)(=O)Nc2cccc(Cl)c2)c(O)c(O)c1O	101	106	·	126	100	106	93	96
CC1=CC(=C2C=C(C)C(=O)C(C)=C2)C=C(C)C1=O	110	90	74	88	85	98	·	86
COc1cc2c(Nc3ccc(NC(=O)Nc4ccc(Cl)c(C(F)(F)F)c4)c(Cl)c3)ncnc2cc1OCCCN1CCN(C)CC1	-77*	-60*	-61*	-70*	22	-8.6*	-40*	22
Cc1cccc(-c2nc(Nc3ccc(S(N)(=O)=O)cc3)c3ccccc3n2)c1	104	93	88	108	115	109	92	108
COc1ccc(/C=c2\c(=O)n(-c3ccccc3)c3nn4c(=O)c(=O)[nH]nc4n23)cc1	102	122	122	112	105	114	108	·
O=C(COc1cccc(/C=C2\Oc3ccc4ccccc4c3C2=O)c1)c1ccc([N+](=O)[O-])cc1	49	83	67	·	-82*	93	3.7*	64

From PubChem BioAssay

Not a hit list (roughly 13% active in at least one column).
